Source: PubChem BioAssay (several laboratories)
Diaphorase act: activates diaphorase or chemically reduces, flagging diaphorase assay artifacts | Diaphorase/resazurin coupled assay, resorufin fluorescence, 16 min; hits give high values; 1 = vehicle wells, 0 = NADH-free wells | activation factor at 20 µM | 0.005% of 190,000 active;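 active = diaphorase activity raised at least twofold by the compound at 20 µM; inactive = activation factor below 2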
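Assay system: Purified diaphorase enzyme from Clostridium kluyveri | Amount: Enzyme 0.07 U/mL final | Dosing: Compound 20 µM once, DMSO 1% | Timing: 16 min reaction at room temperature | Detection: Fluorescence, excitation 544 nm and emission 590 nm | Evaluation: Higher resorufin formation from activation or reduction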
APP transl inh: APP translation inhibition; SH-SY5Y APP 5'UTR-luciferase reporter, luminescence; inhibition, % at 2 µM; 0.82% of 190,000 active; AID 1285;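 active = inhibition above a set limit, derived from the sample mean plus 3 SD, cut at about 45% in these data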; note: values of inactives mirror those of a sister screen read the other way
STAT1 act: increases IFN-gamma driven STAT1 reporter signal. AID 932. 2.6% of 200,000 active. NIH 3T3 STAT1-luciferase reporter, luminescence; 100% = IFN-gamma alone, no compound. activation (% of control), % at 5.5 µM;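 active = activation above the screen-wide mean activation plus 3 SD, cut at about 130% in these data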;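 note: raw ratio to IFN-gamma control signal so 100% means no change and 0% no light; values of inactives mirror those of a sister screen read the other way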
FLuc inhib CS: Photinus pyralis luciferase inhibition counter-screen; P08659; ATPLite firefly luciferase biochemical luminescence, 10 min; inhibition, % at 10 µM; 1.5% of 200,000 active;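 active = inhibition above about 50% when tested at 10 µM, limit read from the data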
TLR4 MyD88 comp: blocks binding of human TLR4 to MyD88; O00206+Q99836; HeLa CL3-4 TLR4/MyD88 BLA complementation, FRET ratio; inhibition, % at 8.4 µM; 0.18% of 200,000 active; in the data active = inhibition above about 25%;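 note: 0% = vehicle and 100% = reference inhibitor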
Target sequence (O00206 whole entry, looked up): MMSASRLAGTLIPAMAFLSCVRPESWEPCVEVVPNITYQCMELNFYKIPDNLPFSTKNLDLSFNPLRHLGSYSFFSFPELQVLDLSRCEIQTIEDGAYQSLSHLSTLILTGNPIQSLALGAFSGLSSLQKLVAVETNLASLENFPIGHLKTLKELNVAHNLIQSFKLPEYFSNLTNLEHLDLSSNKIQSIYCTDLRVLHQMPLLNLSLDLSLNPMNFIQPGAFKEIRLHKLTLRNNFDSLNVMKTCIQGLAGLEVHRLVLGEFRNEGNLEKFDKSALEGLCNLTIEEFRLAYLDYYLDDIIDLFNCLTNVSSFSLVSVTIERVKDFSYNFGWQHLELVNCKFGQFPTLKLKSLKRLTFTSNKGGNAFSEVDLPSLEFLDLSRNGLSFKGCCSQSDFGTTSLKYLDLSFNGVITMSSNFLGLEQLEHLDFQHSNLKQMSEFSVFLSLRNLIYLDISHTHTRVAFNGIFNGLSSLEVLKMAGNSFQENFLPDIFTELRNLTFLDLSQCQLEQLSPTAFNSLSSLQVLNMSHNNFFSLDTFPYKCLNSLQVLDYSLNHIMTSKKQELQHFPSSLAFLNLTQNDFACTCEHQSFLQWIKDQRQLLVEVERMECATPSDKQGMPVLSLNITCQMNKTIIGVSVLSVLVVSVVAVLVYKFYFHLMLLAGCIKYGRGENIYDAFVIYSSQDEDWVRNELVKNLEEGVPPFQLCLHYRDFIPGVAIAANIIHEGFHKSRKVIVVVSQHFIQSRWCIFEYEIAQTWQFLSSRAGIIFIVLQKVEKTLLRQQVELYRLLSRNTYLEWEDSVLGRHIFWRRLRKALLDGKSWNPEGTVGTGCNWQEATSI
Target sequence (Q99836 whole entry, looked up): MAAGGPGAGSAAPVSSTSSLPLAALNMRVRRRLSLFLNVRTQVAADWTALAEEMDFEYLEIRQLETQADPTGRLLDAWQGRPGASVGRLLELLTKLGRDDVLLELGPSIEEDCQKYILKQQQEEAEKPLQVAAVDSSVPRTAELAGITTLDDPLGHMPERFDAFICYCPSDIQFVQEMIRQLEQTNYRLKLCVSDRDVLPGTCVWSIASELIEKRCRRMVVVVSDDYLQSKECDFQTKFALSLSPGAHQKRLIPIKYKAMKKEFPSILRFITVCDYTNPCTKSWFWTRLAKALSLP
Diaph inh CS: inhibits diaphorase or chemically oxidizes, flagging diaphorase assay artifacts. diaphorase resazurin-to-resorufin fluorescence, NADH, 16 min; bacterial (C. kluyveri) enzyme, not human. inhibition, % at 20 µM. 0.69% of 190,000 active. AID 1217;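 active = primary screen inhibition at 20 µM above a set limit, cut at about 50% in these data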;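 note: plate controls were DMSO with full reaction for no effect and wells lacking NADH for full effect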
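System: Bacterial diaphorase enzyme (C. kluyveri) | Incubation: 16-min room-temperature incubation before reading | Benchmarks: No-NADH positive control and DMSO neutral control | Measured by: Resorufin fluorescence 544/590 nm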
G6PDH CS: counter-screen for G6PDH assay hits: L. mesenteroides G6PDH inhibition; 0.12% of 200,000 active; Purified L. mesenteroides G6PDH, diaphorase/resazurin coupled fluorescence, 45 min; AID 1020; inhibition, % at 5 µM; in the data active = inhibition above about 50%
NF-kB expr up: NF-kB expression increase, human neuronal cells | NF-kB reporter expression; hits give high values | fold change at 12.5 µM | 1.6% of 190,000 active | AID 1239; in the data active = fold change above about 3.3
FLuc act counter: firefly luciferase counter-screen for stimulation assays; ATPlite luciferase biochemical, luminescence, 10 min; 0 = ATP-free wells, 1 = DMSO control; AID 1027; 200,000 tested, under 10 active; activation factor at 10 µM;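 active = luciferase activation factor, scaled between plate controls, of at least 2 with compound at 10 µM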
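Assay system: Luciferase/luciferin detection reagent, cell-free biochemical luciferase assay / Also added: ATP substrate / Schedule: 10 min at ambient temperature / Measured by: luminescence measurement of luciferase light output / Benchmarks: low control with PBS replacing ATP, high control enzyme plus ATP without compound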
APP 5'UTR act: activates APP 5'UTR luciferase reporter; SH-SY5Y APP 5'UTR luciferase reporter, luminescence; zero percent = DMSO vehicle wells; activation, % at 2 µM; 1% of 190,000 active;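 active = activation above a set limit, based on mean plus 3 SD of controls, cut at about 140% in these data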; note: values of inactives mirror those of a sister screen read the other way
An asterisk follows results filed as active; nt = not tested or not shown.

SMILES	Diaphorase act	APP transl inh	STAT1 act	FLuc inhib CS	TLR4 MyD88 comp	Diaph inh CS	G6PDH CS	NF-kB expr up	FLuc act counter	APP 5'UTR act
COc1ccc(NC(=O)NCCN2C(=O)C3C4C=CC(C4)C3C2=O)cc1 (stereo not drawn)	0.8	-24	112	5	4	21	3	1.6	1	24
CCC(CC)C(=O)Nc1c(C)n(C)n(-c2ccccc2)c1=O	0.9	28	104	-5	5	13	16	1	1.1	-28
Cc1ccc(NC(=S)N/N=C/c2ccc(OCCC(C)C)cc2)c(C)c1	0.9	nt	104	-3	-18	15	-2	0.99	1	nt
COc1ccc(N=c2oc3cc(O)ccc3cc2C(=O)NCC2CCCO2)cc1 (stereo not drawn)	0.9	14	107	-6	-8	8	0	1.2	1.1	-14
Cc1noc(C)c1COc1ccc(C(=O)OCC(=O)NC2CCCCC2C)cc1 (stereo not drawn)	0.9	12	97	-4	9	5	7	1.1	1	-12
CC(=O)Nc1cccc(C(=O)OC(C(=O)c2ccc(C)cc2)c2ccccc2)c1 (stereo not drawn)	0.9	-16	103	1	-7	10	2	0.82	1	16
CCCCNC(=O)COC(=O)c1c2c(nc3ccccc13)/C(=C/c1cccs1)CC2	0.9	-60	76	25	56*	12	-5	0.7	0.8	60
Cc1nnc(NC(=O)c2ccc(S(=O)(=O)N(C)Cc3ccccc3)cc2)o1	0.9	-8	101	-5	-3	12	0	0.99	1.1	8
CCCc1c(O)nc(SC2CC(=O)N(c3cc(OC)ccc3OC)C2=O)[nH]c1=O (stereo not drawn)	0.8	-11	106	-4	14	15	-12	1.1	1	11
O=C(NCCCn1ccnc1)c1cn(-c2ccccc2)nc1-c1ccccc1	0.9	3	107	19	-3	11	11	0.47	0.8	-3
Cc1ccccc1Nc1nc(N)nc(CN2CCN(c3ccccn3)CC2)n1	1	2	93	-4	-1	-3	9	1.1	1	-2
Cn1cnnc1Sc1ccc(C(=O)OCC(=O)Nc2ccccc2)cc1[N+](=O)[O-]	0.9	-14	96	-5	6	11	11	1.4	1	14
COc1cc(C(=O)Nc2cccc(-c3nc4cc(C)ccc4o3)c2)cc(OC)c1OC	1.2	-42	108	29	-19	-19	-4	1.2	0.7	42
O=C(N/N=C/c1cccc(F)c1)c1csc2c1CCCC2	0.9	-123	142*	31	3	7	11	5.5*	0.7	123
Cc1cc(N/C=C/C(=O)c2ccc(Br)cc2)no1	0.9	-76	128	4	-1	5	3	2.1	1	76
COc1ccc(/C=N/NC(=O)CN2CCS(=O)(=O)CC2)cc1	0.9	-5	104	-3	7	9	4	1.1	1	5
NNC(=O)CNC(=O)c1ccccc1F	1.1	-7	93	6	-5	-9	-14	1.2	0.9	7
CC(C)NS(=O)(=O)c1ccc(CCC(=O)N2CCC(C(N)=O)CC2)cc1	0.9	-14	105	0	7	6	9	1.6	1	14
CNC(=O)CSc1nc2[nH]ncc2c(=O)[nH]1	0.9	-8	102	-6	4	15	7	1.1	1.1	8
O=C(Cn1cnc2sc(-c3ccccc3)cc2c1=O)NCc1ccccc1	1.1	-13	101	1	10	-7	-4	1.4	1	13
CNC(=S)N1CCC(NC(=O)C23CC4CC(CC(C4)C2)C3)CC1	0.8	-7	99	-10	-10	22	4	1.4	1.1	7
CCCCn1c(NC(=O)c2ccccc2)nc2ccccc21	0.9	-2	104	-9	-3	8	6	1.2	1.1	2
FC(F)Oc1ccc(/C=N/N2CCCCC2)c(OC(F)F)c1	0.9	-11	108	-5	-1	10	-4	1.3	1.1	11
O=C(O)c1ccc(NC(=S)NC2CCCCC2)cc1	1	nt	100	-6	6	-2	4	1.1	1.1	nt
O=S(=O)(c1cnc[nH]1)N1CCCCCC1	0.8	6	95	-2	5	17	7	1	1	-6
COc1cc(C(=O)OCC(=O)NCc2ccco2)cc(OC)c1OC	0.8	-4	97	-5	0	22	9	0.98	1.1	4
CC1CCCCN1S(=O)(=O)c1ccc(C(=O)Nc2ccccc2-c2nc3ccccc3[nH]2)cc1 (stereo not drawn)	0.9	7	94	-5	3	14	-20	0.55	1.1	-7
COc1ccccc1-n1cc([C@@H]2C[C@H]3CN(c4ccccc4)C(=O)[C@]34CCCN24)cn1	0.8	95*	111	-3	7	19	10	0.79	1	-95
O=C(CNC(=O)c1ccco1)OCC(=O)c1ccccc1Cl	0.9	0	95	-2	-5	6	12	1.3	1	0
Cc1sc(NC(=O)CSC2=NCCS2)nc1-c1ccccc1	0.9	12	104	-3	-3	14	13	1.2	1	-12
COc1ccc(OC(C)C(=O)NCCC2=CCCCC2)cc1 (stereo not drawn)	0.9	15	93	-9	-9	11	12	0.99	1.1	-15
Cc1ccc(O)c(CNc2ccccn2)c1	0.9	-14	114	4	8	11	6	2.4	1	14
Oc1ccccc1Nc1nc(NCC2CCCO2)c2ccccc2n1 (stereo not drawn)	0.9	5	96	-1	2	6	2	0.72	1	-5
CCN(CCn1cccn1)C(=O)CCc1nnc(CCc2ccccc2OC)o1	1	-9	104	-9	17	-1	7	1.3	1.1	9
O=C(Nc1cc([N+](=O)[O-])ccc1Cl)c1ccc2c(c1)OCO2	1	-7	102	3	6	1	3	1.1	1	7
Cc1cccc(NC(=S)NC(=O)/C=C/c2ccccc2)n1	1	-28	120	5	-1	0	2	2	1	28
O=S(=O)(NC1CCCC1)c1ccccc1Cl	1.2	-25	97	-6	-1	-24	15	1.2	1.1	25
CC(C)N(Cc1cc2ccccc2[nH]c1=O)C(=O)c1cccnc1	1	7	99	-6	-6	3	1	1.1	1.1	-7
O=C(N/N=C\c1ccc(Cl)cc1)c1sccc1-n1cccc1	0.9	-3	114	-5	-2	8	5	1.5	1	3
Nc1ccccc1C(=O)NCc1ccccc1	0.9	27	94	-2	6	6	9	1.1	1	-27

Complete entries as entered above. Order of screens: Diaphorase act, APP transl inh, STAT1 act, FLuc inhib CS, TLR4 MyD88 comp, Diaph inh CS, G6PDH CS, NF-kB expr up, FLuc act counter, APP 5'UTR act
CC(C)N(Cc1cc2ccccc2[nH]c1=O)C(=O)c1cccnc1 is entered as 1, 7, 99, -6, -6, 3, 1, 1.1, 1.1, -7
O=C(CNC(=O)c1ccco1)OCC(=O)c1ccccc1Cl is entered as 0.9, 0, 95, -2, -5, 6, 12, 1.3, 1, 0
O=C(N/N=C\c1ccc(Cl)cc1)c1sccc1-n1cccc1 is entered as 0.9, -3, 114, -5, -2, 8, 5, 1.5, 1, 3

Following part
SMILES	Diaphorase act	APP transl inh	STAT1 act	FLuc inhib CS	TLR4 MyD88 comp	Diaph inh CS	G6PDH CS	NF-kB expr up	FLuc act counter	APP 5'UTR act
COc1cc(/C=N/NC(=O)c2cccc([N+](=O)[O-])c2)ccc1O	0.9	-12	100	-1	-19	6	-2	1.2	1	12
COC(=O)C1=C(C)N(Cc2ccc(C)cc2)C(=O)/C1=C\c1cc(OC)c(OC)c(OC)c1	1	nt	99	-10	10	0	-20	1.5	1.1	nt
CCCCn1nc2cc(C(=O)N[C@H](C)C3CCCCC3)ccc2c1OCC	0.8	9	105	-10	-7	23	-16	0.84	1.1	-9
Cc1cccc(N(C(=O)CCC(=O)Nc2cccnc2)C(C(=O)NC2CCCC2)c2ccncc2)c1 (stereo not drawn)	1	-2	103	-4	-4	2	5	1.2	1	2
O=C(O)c1ccc(S(=O)(=O)c2ccc3c(c2)C(=O)N(NC(=O)c2ccc(O)cc2)C3=O)cc1	1	-2	98	-7	-2	2	7	0.99	1.1	2
CC(C)(C)c1cc(C(=O)NCc2cccnc2)ccn1	1.1	-7	102	-1	0	-14	6	1.1	1	7
O=C(CCNC(=O)c1ccco1)NCc1ccccc1	0.9	7	95	-8	-7	13	4	1	1.1	-7
COc1ccccc1NS(=O)(=O)c1cccc(C(=O)N/N=C/c2ccc(N3CCOCC3)cc2)c1	0.8	11	98	-4	-1	20	0	1.3	1	-11
Nc1nc(SCC(=O)Nc2ccc(Cl)cc2)[nH]c(=O)c1-c1ccccc1	0.9	-28	100	-7	0	6	4	1.1	1.1	28
CN(c1ccccc1C(=O)Nc1ccc2c(c1)OCO2)S(C)(=O)=O	1	1	101	-5	-3	3	5	1.1	1	-1
CC(=O)c1c(N)[nH]c(-c2ccccc2)nc1=S	0.5	-30	99	0	3	50*	-4	0.57	1	30
CCc1nnc(NS(=O)(=O)c2ccc(NC(=O)c3ccccc3C)cc2)s1	0.9	-7	101	0	-25	7	-1	1.1	1	7
C=CCn1c(CCNC(=O)c2cccs2)nnc1SCC(=O)Nc1cccc(F)c1	1.1	-10	95	-4	-11	-5	12	1	1	10
O=C(c1cncc(Br)c1)N1CCN(c2ccc([N+](=O)[O-])cc2)CC1	0.9	-4	92	-1	-8	14	4	0.93	1	4
S=C(NCc1ccccc1)Nc1cccc(Cl)c1	0.9	-2	105	-6	-5	10	12	1.2	1.1	2
COc1ccc(/C=C(/NC(=O)c2ccc(OC)c(OC)c2)C(=O)NCCc2c[nH]c3ccccc23)cc1	0.8	-6	91	-1	-13	21	4	0.62	1	6
CNC(=O)COC(=O)c1cc2c(C)nn(-c3ccc(F)cc3)c2s1	1	-7	103	-7	-5	3	2	0.98	1.1	7
CC(=C/c1ccccc1)/C=N/NC(=O)CSc1nc(C)cc(C)n1	0.9	-16	96	-6	2	8	10	0.91	1.1	16
CCn1cc(SCC(=O)N2CCOCC2)c2ccccc21	0.9	-7	120	-8	-1	13	-5	1.8	1.1	7
Cc1ccc2nc(-c3cccc(NC(=O)c4ccco4)c3)[nH]c2c1	0.9	-44	122	48	6	8	-48	0.75	0.5	44
COC(=O)C(NS(=O)(=O)c1ccc(C)cc1)c1ccccc1 (stereo not drawn)	1	3	93	-1	-3	-1	3	1.1	1	-3
CCN(CC)C(=S)SCC(=O)c1ccccc1	0.8	-51	130*	6	-9	20	3	1.2	0.9	51
O=C(CSCc1ccc(Cl)cc1)Nc1cccc(C(=O)Nc2ccccc2C(=O)O)c1	0.8	4	98	-4	1	21	-20	0.93	1	-4
COc1ccc(NC2CC(=O)N(C(C)C)C2=O)cc1 (stereo not drawn)	0.9	-25	111	3	-5	6	-10	1.9	1	25
CC(C(=O)Nc1sc2c(c1C#N)CCCCC2)N1C(=O)c2ccccc2C1=O (stereo not drawn)	0.9	-3	97	1	-1	14	10	1.2	1	3
COCCNC(=O)CCc1nnc(Cc2ccc(-c3ccccc3)cc2)o1	0.7	11	93	-4	-14	26	8	1	1	-11
O=C(c1noc2c1CCc1ccccc1-2)N1CCOCC1	0.8	-2	111	2	-13	16	-19	1.1	1	2
O=C(CCNC(=O)c1ccccc1Cl)Nc1ccc(S(=O)(=O)Nc2ncccn2)cc1	1	-27	87	-5	8	1	2	0.99	1	27
COc1ccccc1N1CCN(C(=O)C2CCN(S(=O)(=O)N3CCOCC3)CC2)CC1	0.9	-13	98	-9	-1	9	4	1.3	1.1	13

Just NF-kB expr up, FLuc inhib CS and G6PDH CS (2 entries from above):
canonical_smiles,NF-kB expr up,FLuc inhib CS,G6PDH CS
COc1cc(C(=O)Nc2cccc(-c3nc4cc(C)ccc4o3)c2)cc(OC)c1OC,1.2,29,-4
O=C(N/N=C/c1cccc(F)c1)c1csc2c1CCCC2,5.5*,31,11

Not a hit list (roughly 5.6% active in at least one column).
